High-throughput results (PubChem)
ARNT-TACC3 inh – disruptors of ARNT/TACC3 protein interaction, primary screen, biochemical, AlphaScreen, single concentration. AlphaScreen His-ARNT PAS-B/GST-TACC3 binding, luminescence; TACC3 fragment carries E629A point mutation. inhibition, % at 9.99 µM. hit rate 0.66% among 390,000. AID 623870, 2012;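 active = mean inhibition of replicates at least 50% and at least half of replicates each reaching 50%; inconclusive = half or more replicates reach 50% but mean below 50%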;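 note: 0% = complete ARNT plus TACC3 wells and 100% = ARNT alone without TACC3; many hits fall short of the cut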
INS-1E GSIS act – GLuc luminescence reporter in INS-1E cells, primary screen for activators of glucose-dependent secretion of insulin; INS-1E GLuc reporter insulin secretion, 2-3 h; activation, % at 16.6 µM; hit rate 0.61% among 370,000; AID 743287, 2014;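 active = lowest replicate activation of at least 40%, so every replicate reaches that level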;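 note: 0% = median of neutral control wells and 100% = median of IBMX positive control wells; some compounds called inactive have numbers as strong as hits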
Xi reactivation – activators of inactive X chromosome reactivation, primary screen, imaging, XiGFP fibroblasts, GFP high-content imaging, set 2; activation, % at 7.58 µM; hit rate 0.055% among 360,000; XiGFP mouse fibroblasts, % GFP-positive cells imaging, 3 d; cells co-treated with 5-aza-dC sensitizer; scaled so ellipticine positive control = 100%;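 active = mean normalized replicate activation at least 10% and every replicate at or above 10%; inconclusive = only one of the two criteria met; inactive = mean below 10% and not all replicates reach 10%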;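 note: 0% = median of on-plate neutral control wells and 100% = ellipticine 6 µM median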
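System: 68-5-11 XiGFP fibroblast line; Timing: 3 days compound exposure; Compound dosing: one concentration, pinned; Benchmarks: positive control ellipticine, 6 µM final; Buffer or medium: DMEM containing 5-aza-dC.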
ERAP1 inh – human ERAP1 aminopeptidase inhibitors, primary screen, biochemical, single point, plate reader. Endoplasmic reticulum aminopeptidase 1 (Homo sapiens), Q9NZ08. recombinant ERAP1, Leu-AMC fluorescence, 60 min. hit rate 0.15% among 340,000. inhibition, % at 10.7 µM;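 active = mean replicate inhibition of at least 30%, or all replicates individually reaching that 30% level; inactive = mean below 30% and not every replicate reaching it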;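 note: 0% = neutral control wells and 100% = L-leucinethiol positive control wells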
RAD54 inh – inhibitors of human RAD54 branch migration, primary screen, biochemical, fluorescence, single point; AID 602329, 2012; DNA repair and recombination protein RAD54-like (Homo sapiens), Q92698; inhibition, % at 10.4 µM; hit rate 0.14% among 360,000; RAD54 Holliday junction branch migration, FAM/BHQ fluorescence;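 active = mean normalized replicate activity at least 40 and at least half of replicates scoring 40 or more; inconclusive = only one of the two criteria met; inactive = mean below 40 and under half of replicates reaching 40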;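 note: 0% = median of neutral control wells and 100% = median of positive control wells; inhibitors cause a drop in the FAM fluorescence signal; in these data hits start at about 50%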
Target sequence (Q92698 whole entry, looked up): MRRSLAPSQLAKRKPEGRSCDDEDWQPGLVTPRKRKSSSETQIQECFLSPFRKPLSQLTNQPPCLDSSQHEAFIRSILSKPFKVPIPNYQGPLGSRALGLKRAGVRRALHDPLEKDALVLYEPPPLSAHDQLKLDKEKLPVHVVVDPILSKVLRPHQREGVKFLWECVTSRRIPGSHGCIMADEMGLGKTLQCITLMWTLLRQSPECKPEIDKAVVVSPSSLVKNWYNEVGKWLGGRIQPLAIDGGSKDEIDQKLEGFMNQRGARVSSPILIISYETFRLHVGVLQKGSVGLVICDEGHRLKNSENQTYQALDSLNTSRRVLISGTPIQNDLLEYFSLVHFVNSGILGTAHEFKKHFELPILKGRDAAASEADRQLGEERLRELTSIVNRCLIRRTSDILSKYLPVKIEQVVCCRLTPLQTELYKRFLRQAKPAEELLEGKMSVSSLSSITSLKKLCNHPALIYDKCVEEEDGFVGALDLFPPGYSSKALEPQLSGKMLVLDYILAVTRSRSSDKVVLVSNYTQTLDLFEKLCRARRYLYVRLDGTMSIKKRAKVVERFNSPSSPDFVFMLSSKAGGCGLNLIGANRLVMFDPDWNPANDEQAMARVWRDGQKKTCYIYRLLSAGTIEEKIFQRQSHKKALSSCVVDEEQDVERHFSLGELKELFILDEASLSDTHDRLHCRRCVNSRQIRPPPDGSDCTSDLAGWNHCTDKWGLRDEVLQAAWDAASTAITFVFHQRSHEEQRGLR
CFTR F508del cor – F508del CFTR correction, initial screen, CFBE line, single point | activity (quench increase), % at 7.58 µM | hit rate 0.36% among 350,000 | AID 720511, 2013 | CFBE cells, YFP halide quenching; stimulated with forskolin plus potentiator P3; % fluorescence drop versus neutral controls;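 active = mean added fluorescence quench of at least 8% versus neutral control, with both replicates also reaching 8%; inconclusive = only one of the mean or replicate conditions met; inactive = mean below 8% and not both replicates reaching 8%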;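 note: cells transiently co-express mutant CFTR-F508del with the halide-sensitive YFP; corrector assay measuring rescue of mutant channel to the surface after 24 h compound exposure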
RAD52 inh – RAD52 DNA annealing inhibitors, primary screen, biochemical, FRET, single point, set 2; inhibition, % at 18.7 µM; recombinant RAD52 DNA annealing, FRET fluorescence; hit rate 0.46% among 360,000; DNA repair protein RAD52 homolog (Homo sapiens), P43351;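 active = every replicate showing at least 50% inhibition; inconclusive = mean inhibition at least 50% but not in every replicate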
esBAF inh – Bmi1 luciferase reporter increase in mESCs, primary screen, esBAF inhibitor project, mouse ES cells, Bmi1 luciferase knock-in, single point; 24 h; 100% = twice the neutral-well signal; reporter increase, % at 12.5 µM; hit rate 2% among 350,000; AID 602393, 2012; in the data active = activation above about 40%; inconclusive = no clear call, values can overlap the other calls;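 note: 0% = median of the plate's neutral control wells and 100% = double that signal; a rise in the Bmi1 reporter signal indicates esBAF inhibition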
Numbers without * were called inactive; ? = inconclusive; . = not tested or not shown.

canonical_smiles	ARNT-TACC3 inh	INS-1E GSIS act	Xi reactivation	ERAP1 inh	RAD54 inh	CFTR F508del cor	RAD52 inh	esBAF inh
COc1cc(-c2ccc(N3C(c4ccsc4)=Cc4ccc(F)cc4C3c3c[nH]c4ccc(C#N)cc34)cc2)cc(OC)c1OC (stereo not given)	.	-29	0.0	-2	.	-4.0	71*	.
CSc1ccc(S(=O)(=O)N2CCC(C(=O)NCc3ccncc3)CC2)cc1	-19	-5	0.3	-2	2	0.5	-2	-1
COc1ccc(C(=O)CC(=O)C(=O)Nc2cccc([N+](=O)[O-])c2C)cc1	.	-13	0.0	3	.	-2.1	-8	.
COc1c(C)cc(Br)cc1C(=O)NC(=S)Nc1ccc(Cl)c(C(=O)O)c1	-5	-1	0.1	3	4	-0.3	-17	21
COc1cc2cncc(Cc3ccccc3)c2cc1O	2	5	0.2	-12	-1	-3.8	-8	1
Cc1nc(C)n(CC(=O)N2CCCC(C(=O)c3cccc4ccccc34)C2)n1 (stereo not given)	-10	-14	0.0	1	.	0.3	-8	14
C[C@H]1CN([C@@H](C)CO)C(=O)c2cc(-c3cccnc3)cnc2O[C@@H]1CN(C)C(=O)Nc1ccccc1	.	14	0.0	.	.	-0.3	.	5
O=C1CC(c2ccc(F)cc2)c2cc3c(cc2N1)CCC3 (stereo not given)	-4	.	-0.2	-2	2	.	4	.
C[C@@H]1CN([C@@H](C)CO)S(=O)(=O)c2ccc(C#Cc3ccccc3)cc2O[C@H]1CN(C)S(=O)(=O)c1cn(C)cn1	-9	-7	-1.2	1	2	2.3	-16	6
COC(=O)C1=C(C)NC(C)=C(C(=O)O[C@@H]2CCCN(Cc3ccccc3)C2)[C@@H]1c1cccc([N+](=O)[O-])c1	2	0	-0.1	2	-6	-0.2	1	2
C/C(=N\Nc1ccc([N+](=O)[O-])cc1)c1ccc(-n2nncc2C(C)(C)C)cc1	.	4	0.0	10	.	4.2	-35	.
Cc1ccccc1CNC(=O)c1ccccc1NS(C)(=O)=O	20	1	0.0	-9	.	0.3	-5	.
Cc1ccc(-n2nc3c(c2NC(=O)C2CCCC2)CS(=O)(=O)C3)cc1	-7	30	0.0	0	5	1.1	-8	1
COc1ccc(S(=O)(=O)N2CCN(c3cccc(C)c3C)CC2)cc1	0	-7	0.3	.	5	-0.3	-3	-5
CC(C)S(=O)(=O)c1csc(NC(=O)Nc2ccc(Cl)cc2)c1Cl	1	-43	0.1	-10	.	-32	5	.
O=C(Nc1ccc2c(c1)ncn2-c1ccccc1)c1ccco1	4	10	.	.	4	.	.	?
CCCC(=O)c1ccc(N2CCC(C)CC2)c(F)c1	-23	-4	0.1	0	.	-0.8	-25	.
CC1=NN(Cc2ccccc2)C(=O)/C1=C/c1ccc(N(C)C)cc1	2	27	.	2	0	-0.7	-3	-4
O=C(NC1CCCC1)C(c1ccccn1)N(Cc1ccc(F)cc1)C(=O)c1csnn1 (stereo not given)	1	5	0.0	-2	-4	2.2	-15	-6
COc1ccc(CNc2ccc(S(=O)(=O)N3CCN(C)CC3)cn2)cc1OC	-5	-4	0.2	0	-6	-0.4	-1	.
O=C(Nc1ccc(-c2cnco2)cc1)c1ccc(F)cc1F	-4	.	-0.1	-2	.	-0.2	-17	63*
CO[C@H]1CN(C)C(=O)c2cc(NS(=O)(=O)c3cccc(F)c3)ccc2OC[C@@H](C)NC[C@H]1C	.	21	0.4	.	.	-1.4	.	-2
COc1ccccc1NC(=O)Nc1nc(CC(=O)NCc2c(F)cccc2F)cs1	-2	-7	0.1	0	-9	2.4	-4	3
O=C(NC(=S)Nc1ccc(CN2CCOCC2)cc1)c1ccc(-c2cccc(Cl)c2)o1	-1	-1	0.0	1	.	2.8	-6	3
CC1(C)C2([N+](=O)[O-])CN3CC1([N+](=O)[O-])CN(C2)C31CCCC1	-12	4	.	1	.	-2.4	-5	.
COCCNc1oc(/C=C/c2ccc(F)cc2)nc1S(=O)(=O)c1ccccc1	-1	-4	0.0	2	-5	0.3	-11	2
COc1ccc(CNC(=O)CSc2nc3ccc(OC)cc3[nH]2)cc1	-2	-11	0.2	-3	-11	-0.9	6	1
COc1ccc(N2C(=O)/C(=C/c3cccs3)NC2=S)cc1	-4	6	0.2	-4	-4	0.7	-12	.
Cc1ccc(NC(=O)c2nc[nH]c2C(=O)N2CCc3ccccc3C2)cc1	6	23	0.2	2	2	-0.9	-12	7
Cc1ccccc1NC(=O)c1ccc2ccccc2c1	-8	-16	0.0	-2	7	-0.6	-9	45*
CC(C)NC(=O)N(C)C[C@@H]1Oc2ccc(NC(=O)Nc3ccc(C(F)(F)F)cc3)cc2C(=O)N([C@@H](C)CO)C[C@H]1C	1	-5	0.1	3	10	-3.9	-7	-3
C[C@H](CO)N1C[C@H](C)[C@@H](CN(C)Cc2ccc3c(c2)OCO3)OCCCC[C@H](C)Oc2ccc(NC(=O)NC3CCCCC3)cc2C1=O	1	-7	0.0	-3	-1	-2.0	16	-10
N#CCCN(Cc1cccnc1)CN1C(=O)c2ccccc2C1=O	.	.	0.2	3	4	-2.0	7	.
Cc1c(C(=S)NC(=O)C2CC2)c(=O)n(-c2ccccc2)n1C	-4	2	-0.1	-2	.	-2.2	-34	10
CC(=O)c1ccc(NC(=O)Cc2cccs2)cc1	0	-3	0.1	0	-3	0.9	-17	37
C[C@H]1CCCCO[C@@H](CN(C)C(=O)Nc2ccc(F)cc2)[C@@H](C)CN([C@@H](C)CO)C(=O)c2cc(NC(=O)Nc3ccc(C(F)(F)F)cc3)ccc2O1	.	-12	0.3	-4	-3	2.1	-2	-5
CCNC(=O)C[C@H]1CC[C@@H]2[C@H](COC[C@H](O)CN2C(=O)c2cccnc2)O1	-2	14	0.0	0	0	-0.2	-7	1
O=C(Cn1cnc2ccc(Cl)cc2c1=O)c1cccs1	-7	-11	.	.	-7	.	.	1
CC12N=C3SCc4ccccc4CN3[C@H](c3ccccc3O1)[C@H]2CO	0	.	.	-5	-9	1.2	27	.
Cc1ccc(C)c(NC(=O)N2CCCCCC2)c1	1	9	-0.1	0	10	-0.5	-6	1
CC[C@@]1(C(=O)OC)N[C@H](CN(C)C(=O)Nc2ccc(Cl)cc2)[C@@H]2C(=O)N(C)C(=O)[C@@H]21	-6	-12	-0.1	-2	-4	1.9	-10	4
O=C(Cc1ccccc1)N[C@@H](Cc1ccccc1)C(=O)O	-7	5	0.1	2	-2	2.4	-7	-1
O=C(NCC[C@H]1CC[C@H](NC(=O)C2CCC2)[C@H](CO)O1)c1cc(Cl)cc(Cl)c1	3	-13	0.1	-3	-4	0.0	-9	9
CC=Cc1ccc2n(c1=O)C[C@@H]1[C@@H](CO)[C@H](C(=O)NCCC)N(Cc3cocn3)[C@H]21 (mixture of isomers)	0	9	0.0	3	2	.	-22	-1
Cc1cc(C)cc(NS(=O)(=O)c2ccc3[nH]cc(C(=O)N4CCc5ccccc54)c(=O)c3c2)c1	-5	-18	1.5	.	.	.	.	-4
CC(NC(=O)C12CC3CC(CC(C3)C1)C2)C(=O)N/N=C/C1=C(N2CCOCC2)C(=C\c2cccc([N+](=O)[O-])c2)/CC1 (stereo not given)	-5	-26	0.0	.	6	.	.	.
Cc1ccc2nc(C)cc(C(=O)N/N=C/c3ccncc3)c2c1	-6	5	0.6	-2	-10	-3.6	-15	.
O=C(NNS(=O)(=O)c1ccccc1)c1cccnc1	-4	9	-0.1	-1	.	-0.3	-3	.
C[C@H]1CCCCO[C@@H](CN(C)C)[C@@H](C)CN([C@@H](C)CO)C(=O)c2cc(NC(=O)Nc3ccc(C(F)(F)F)cc3)ccc2O1	7	-9	-0.1	0	8	-0.4	23	-8
CN(C)C(=O)c1cccc(-c2ccccc2[C@@H]2[C@H](C#N)N(C(=O)C3CC3)[C@H]2CO)c1	.	0	0.2	-2	.	0.7	-6	.

More results follow:
canonical_smiles	ARNT-TACC3 inh	INS-1E GSIS act	Xi reactivation	ERAP1 inh	RAD54 inh	CFTR F508del cor	RAD52 inh	esBAF inh
CC1CCCC(C(=O)O)N1C(=O)CCSC(=O)c1ccccc1 (stereo not given)	-3	-1	.	.	-4	.	.	-8
O=C(NC1CCS(=O)(=O)C1)OC1CCCCC1 (stereo not given)	10	0	.	-5	-9	-1.2	5	16
Cn1cc(S(=O)(=O)Nc2ccc(OC(F)(F)F)cc2)c(=O)n(C)c1=O	0	4	0.0	2	-8	-0.1	6	.
CCc1ccccc1N(C(C)=O)c1nc(CCl)cs1	2	2	0.0	0	.	-3.6	10	.
c1cc(-c2cc3cc(N4CCOCC4)ccc3o2)cs1	.	6	0.1	3	-3	-1.7	-12	-41
COC(=O)C(Cc1c[nH]c2ccccc12)NC(=O)c1cncc(Br)c1 (stereo not given)	2	4	0.3	-3	0	2.0	-10	-1
Cc1ccc(S(=O)(=O)N2CCC(C(=O)N[C@@H](C)C(=O)Nc3ccc(F)cc3)CC2)cc1	.	-21	0.1	1	-2	-0.4	-4	-6
C[C@@H]1CN([C@H](C)CO)C(=O)c2cc(NC(=O)Nc3ccc4c(c3)OCO4)ccc2O[C@H]1CN(C)C(=O)Nc1ccc(F)cc1	9	11	-0.8	.	1	-1.8	.	5
CC1=C(C(N)=O)C(c2cccnc2)n2nc(-c3cccc(C)c3)nc2N1 (stereo not given)	-4	12	.	.	5	.	.	-3
CCCN1CCC(=NNc2ccc(C(=O)O)cc2)CC1	-6	-5	0.0	-3	.	1.8	-36	.
COc1ccc(CN2C(=O)c3ccccc3C2=O)cc1C(=O)OCC(=O)NC1CCCCC1	2	5	0.0	-5	2	2.3	-17	.
O=C(Nc1ccc2ccccc2c1)c1ccc(Cl)cc1	0	20	0.0	-1	-10	-0.2	-10	0
Cc1ccc(C(=O)n2c(-c3ccccc3)cnc2SCC(=O)Nc2ccccc2)cc1	-10	-17	0.1	-3	.	.	-38	.
CC(=NCCc1c(C)[nH]c2ccc(C)cc12)C1=C(O)CC(c2ccccc2)CC1=O (stereo not given)	6	-23	0.7	.	-10	.	.	.
CC(C)NC(=O)N(C)C[C@@H]1Oc2cc(C#CC3CC3)ccc2S(=O)(=O)N([C@H](C)CO)C[C@H]1C	6	0	0.3	-5	-9	-1.7	-4	-8
Cn1ncc([N+](=O)[O-])c1C(=O)Nc1ccc(-c2nc3ccccc3o2)cc1	-4	2	0.1	2	.	3.7	-8	.
CC(C)[C@H](NC(=O)c1cccc(S(=O)(=O)N2CCOCC2)c1)C(=O)NCc1ccc(F)cc1	-7	-3	0.2	-1	-3	-2.0	-20	6
c1ccc2c(c1)nc(N1CCCCCC1)c1ccccc12	-11	28	0.0	16	.	-2.4	2	.
